Source: PubChem BioAssay (The Scripps Research Institute Molecular Screening Center)
M1 PAM parental = nonselective calcium activators in parental CHO-K1 cells, primary screen, counter-screen for M1 PAM project, cell-based, Fluo-8 calcium fluorescence, full deck, 1536-well; ATP EC20; 0% at ATP EC20, 100% at ATP max; AID 602247, 2012; 360,000 tested, 0.02% active; activation, % at 3 µM;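 active = activation above the run cutoff, the mean activation of all test compounds plus 3 SD, cut at about 40% in these data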;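 also: peak over basal fluorescence ratio in a 140 s read after ATP addition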
M1 PAM = human M1 muscarinic receptor positive allosteric modulators, primary screen, CHO-K1 cells, Fluo-8 calcium fluorescence, 1536-well | AID 588819, 2011 | 360,000 tested, 0.088% active | CHO-K1 hM1, ACh EC20; 0% = ACh EC20, 100% = maximal ACh | activation, % at 3 µM | Muscarinic acetylcholine receptor M1 (Homo sapiens), P11229; in the data active = activation above about 19%, passing the limit was not always enough
Target sequence (P11229 whole entry, looked up): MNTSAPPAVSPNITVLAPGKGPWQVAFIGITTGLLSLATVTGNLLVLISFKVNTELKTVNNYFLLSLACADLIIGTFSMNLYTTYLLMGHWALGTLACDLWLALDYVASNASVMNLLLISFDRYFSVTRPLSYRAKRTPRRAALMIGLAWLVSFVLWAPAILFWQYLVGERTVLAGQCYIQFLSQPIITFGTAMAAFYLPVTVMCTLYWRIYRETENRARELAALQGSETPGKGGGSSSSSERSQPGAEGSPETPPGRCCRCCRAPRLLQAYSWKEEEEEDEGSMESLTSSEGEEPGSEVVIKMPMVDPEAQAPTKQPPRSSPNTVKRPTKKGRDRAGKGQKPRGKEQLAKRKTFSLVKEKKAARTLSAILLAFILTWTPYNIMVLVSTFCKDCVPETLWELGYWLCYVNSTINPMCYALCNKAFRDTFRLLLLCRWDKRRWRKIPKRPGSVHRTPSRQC
TAAR1 agonist = human TAAR1 agonists, primary screen, Fluo-8 calcium fluorescence, CHO RD-HGA16 cells; AID 624467, 2012; activation, % at 3 µM; 360,000 tested, 0.99% active; vehicle wells 0%, saturating PEA agonist 100%; Trace amine-associated receptor 1 (Homo sapiens), Q96RJ0;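 active = activation above the mean activation of all test compounds in the run plus 3 SD, cut at about 38% in these data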
Target sequence (Q96RJ0 whole entry, looked up): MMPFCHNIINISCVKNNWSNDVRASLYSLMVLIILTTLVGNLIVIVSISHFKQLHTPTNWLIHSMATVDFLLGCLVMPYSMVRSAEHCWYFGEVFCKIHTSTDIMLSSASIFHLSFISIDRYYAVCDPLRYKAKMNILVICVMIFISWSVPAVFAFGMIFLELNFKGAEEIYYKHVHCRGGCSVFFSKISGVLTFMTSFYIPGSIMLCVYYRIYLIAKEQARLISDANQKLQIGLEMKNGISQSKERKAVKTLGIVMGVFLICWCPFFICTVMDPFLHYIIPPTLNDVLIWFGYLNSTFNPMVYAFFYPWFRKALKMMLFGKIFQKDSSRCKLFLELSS
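Test system: RD-HGA16 (CHO) cells co-expressing Gα16 and hTAAR1; dosing: one-point dosing at 3 µM (nominal); timing: 17-24 h seeding, 75 min 37 °C dye, 30 min RT; signal: kinetic Fluo-8 calcium fluorescence; read-out basis: % activation relative to PEA EC100 response; controls: DMSO and PEA EC100; replicates: n 1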
M1 ag = human M1 muscarinic receptor agonists, primary screen, Fluo-8 calcium fluorescence, CHO-K1 cells, HTS; Muscarinic acetylcholine receptor M1 (Homo sapiens), P11229; CHO-K1 hM1, agonist mode; 0% DMSO, 100% acetylcholine EC100; activation, % at 3 µM; 360,000 tested, 0.33% active; AID 588814, 2011;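 active = activation above the run's mean compound activation plus 3 SD, cut at about 16% in these data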;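 also: peak over basal fluorescence ratio within a 140 s kinetic read after compound addition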
M1 ag parental = counter-screen for M1 agonists: effect in parental CHO-K1 cells | 360,000 tested, 0.48% active | activation, % at 3 µM | Fluo-8 calcium fluorescence; scaled to maximal ATP response, vehicle zero; in the data active = activation above about 15%;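 also: untransfected CHO-K1 host cells lacking M1 receptor as counterscreen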
M1 antag = human M1 muscarinic receptor antagonists, primary screen, CHO-K1 cells, Fluo-8 calcium fluorescence, 1536-well. Muscarinic acetylcholine receptor M1 (Homo sapiens), P11229. CHO-K1 hM1, ACh EC80 antagonist. inhibition, % at 3 µM. 360,000 tested, 1.3% active;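 active = percent inhibition above its own plate's cutoff, namely the mean of that plate's compound wells plus 3 SD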;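 also: peak over basal fluorescence ratio during 140 s after agonist addition; 0% = ACh EC80 plus DMSO and 100% = DMSO alone without agonist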
CHO-K1 Ca antag = nonselective inhibitor or artifact in parental CHO-K1 cells. inhibition, % at 3 µM. ATP-induced calcium, Fluo-8 fluorescence. 360,000 tested, 0.6% active;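 active = inhibition above a per-plate cutoff, the plate's mean sample inhibition plus 3 SD, cut at about 24% in these data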;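 also: 0% = DMSO plus EC80 ATP and 100% = DMSO alone without ATP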
CHO parental Ca = ATP-evoked calcium signal inhibitors, parental CHO, primary screen, counter-screen for OX1R antagonist project, cell-based, fluorescence, Fluo-8 calcium dye; parental CHO-K1, ATP-induced calcium, Fluo-8 fluorescence; inhibition, % at 5.6 µM; 330,000 tested, 0.63% active;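 active = inhibition above that plate's mean sample inhibition plus 3 SD, cut at about 26% in these data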;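 also: 0% = ATP-challenged DMSO wells and 100% = DMSO wells without ATP; some compounds past the cut are filed as inactive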
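test system = CHO parental line | reagent = ATP stimulus | measured by = intracellular calcium via Fluo-8 no-wash fluorescent dye | control set = ATP and no-ATP DMSO wells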
TAAR1 antag = human TAAR1 antagonists, primary screen, Fluo-8 calcium fluorescence, CHO RD-HGA16 cells. antagonist. Trace amine-associated receptor 1 (Homo sapiens), Q96RJ0. AID 624466, 2012. inhibition, % at 3 µM. 360,000 tested, 1.5% active;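 active = inhibition above a per-plate cutoff, the mean inhibition of test compounds on that plate plus 3 SD, cut at about 49% in these data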;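 also: 0% = DMSO plus EC80 beta-PEA response and 100% = DMSO alone without agonist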
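Test system – hTAAR1-expressing CHO RD-HGA16 cells, Gα16-coupled · Also added – β-PEA at EC80 concentration, post-compound challenge · Compound – 3 µM, single point · Incubation – dye loading 75 min at 37 °C, then 30 min room temperature · Measured by – Fluo-8 intracellular calcium dye fluorescence, real-time kinetic reads · Benchmarks – vehicle and agonist controls · Replicates – singlicate, one well per test compound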
Numbers without * were called inactive; nt = not tested or not shown.

canonical_smiles	M1 PAM parental	M1 PAM	TAAR1 agonist	M1 ag	M1 ag parental	M1 antag	CHO-K1 Ca antag	CHO parental Ca	TAAR1 antag
O=C(NC1CCCCC1)NC1CC2CCC(C1)N2C(=S)NCc1ccco1 (stereo unspecified)	7.6	-2.5	9.0	-4.7	-0.1	-24.4	-22.5	-13.4	-4.0
Cc1cc(=O)[nH]c2c1c(-c1ccccc1)nn2C	-23.2	13.2	0.7	-2.7	-0.1	-12.0	7.1	-10.6	-22.5
CC(NC(=O)CSc1ncccn1)c1ccc2c(c1)OCO2 (stereo unspecified)	6.6	12.1	1.1	-0.9	0.0	-20.0	-1.0	-6.4	-13.9
CCOC(=O)[C@H]1[C@H]2COc3ccc(Br)cc3[C@@H]2N2C(=O)c3c(C)cc(C)cc3NC(=O)[C@@]12C	11.1	8.1	-1.5	-2.0	0.5	-1.7	-10.7	-14.2	6.9
O=C(CC1SC(N2CCCCC2)=NC1=O)Nc1cccc(C(=O)O)c1 (stereo unspecified)	12.0	0.2	4.6	-0.8	0.2	-12.1	-3.7	-4.2	-21.5
Cc1cccc(Cn2c(Cc3ccccc3)nc3ccccc32)c1	22.5	-22.1	-1.8	-12.2	-0.4	13.0	-4.0	-13.2	-0.7
Cc1cc(=O)nc2c3ccccc3n(CC(=O)Nc3ccccc3Br)n12	16.5	8.1	-1.2	-3.8	-0.2	-18.3	-2.2	-12.3	-3.6
CCc1c(C)nc(SCC(=O)Nc2ccc3c(c2)OCCO3)[nH]c1=O	15.9	9.4	-0.4	-3.8	3.2	-0.9	-4.9	-3.8	4.0
CCCOC(=O)c1ccc(NC(=O)Cc2cccs2)cc1	0.7	1.3	0.4	-4.9	-0.2	-7.2	0.7	-4.3	2.5
O=C(CSc1ncccn1)Nn1cnnc1	-1.7	-0.4	2.9	-3.0	0.2	7.6	2.9	-3.7	10.6
COc1ccccc1NC(=O)CON=C(N)CC(=O)NC1CCCCC1	-9.7	-7.6	5.1	0.2	1.2	20.0	10.8	-5.2	-8.9
CCc1cccc(C)c1NC(=O)C1CCCN1C(=O)NCc1ccccc1 (stereo unspecified)	1.2	11.7	0.5	-4.3	0.6	-10.5	-9.2	-9.0	-12.4
Cc1cc(C)c2nc(SCC(=O)Nc3cc(C)on3)c(C#N)cc2c1	4.8	20.4	-4.8	0.7	0.1	-15.2	-16.9	8.6	-2.2
CCOC(=O)c1cnc2ccccc2c1Nc1cccc(C(=O)O)c1	2.3	7.3	0.7	-7.8	-0.6	-8.9	-1.8	-1.3	-7.5
Cc1nnc(NC(=O)COc2ccc3c(C)cc(=O)oc3c2)s1	15.0	10.2	1.4	-1.2	-0.2	-30.2	-5.1	-9.1	1.0
CC(C)[C@H](NC(=O)OCc1ccccc1)C(=O)OCC(=O)NCCc1ccccc1	17.1	0.4	9.6	-3.1	3.2	-5.6	-17.1	-11.1	15.5
O=C1c2ccccc2OC2(C=Cc3ccccc3O2)N1Cc1ccccc1 (stereo unspecified)	23.2	-2.1	22.7	-3.5	1.1	10.1	-8.6	-1.5	34.6
CC(=O)Nc1ccc(CN2C(=O)C(Cc3ccccc3)ON=C2c2ncccc2C)cc1 (stereo unspecified)	-9.5	-4.5	6.2	-2.6	0.9	-1.4	21.5	nt	1.5
CCC(c1nnnn1C1CCCC1)N1CCN(c2cccc(OC)c2)CC1 (stereo unspecified)	16.4	-3.2	-0.8	-13.2	-0.1	-6.5	-18.0	-11.3	11.3
C/C(=N\Nc1nccnc1Cl)c1ccc(O)cc1	8.2	11.4	-1.8	-6.2	0.3	-21.8	-9.6	-6.8	11.9
CNc1ccc2ncc(-c3ccccc3C(C)=O)n2n1	13.1	9.0	1.5	-3.8	1.0	-9.3	-2.4	nt	-18.6
CCN=C1S/C(=C\c2cc(Br)ccc2OCC(=O)OCC)C(=O)N1CC	13.8	9.6	-1.0	-6.8	-0.3	-12.0	-8.1	-18.4	6.9
COCc1ccc(C(=O)N2CCc3c([nH]c4ccccc34)C2c2ccccn2)s1 (stereo unspecified)	-3.8	1.6	0.0	-7.3	0.3	0.5	-2.0	-4.4	10.3
O=[N+]([O-])c1ccc2nc(SCc3ccccc3Cl)sc2c1	10.5	-8.8	nt	-3.1	0.8	8.9	0.6	-13.6	nt
CNc1c([N+](=O)[O-])cnn1-c1ccc(Cl)cc1	10.2	6.6	-1.8	-6.0	0.0	-4.1	-5.8	4.9	0.3
CN(CC(=O)Nc1cccc(F)c1)C(=O)c1ccccc1Cc1ccccc1	-6.0	-7.0	1.4	0.0	1.9	6.3	-3.3	-11.5	21.9
CCc1ccccc1NC(=O)Nc1cccc(F)c1	-1.2	-8.7	8.7	-2.6	9.6	5.4	11.3	6.5	1.7
CCc1ccccc1NC(=O)CNC(=O)CNC(=O)C1CCCCC1	-19.0	8.2	6.5	4.1	-0.6	-0.9	13.5	-5.5	-5.4
CCOC(=S)NC(=O)c1sc2ccccc2c1Cl	20.6	-8.5	18.6	-4.2	0.3	17.9	-21.8	-4.0	11.8
COc1ccc(NC(=O)c2cc(NC(=O)C3CCCCC3C(=O)O)ccc2N2CCOCC2)cc1 (stereo unspecified)	-8.4	-5.9	1.4	-0.6	0.2	13.7	-5.8	-12.0	2.5

Continued, overlapping the part above by three compounds.
canonical_smiles	M1 PAM parental	M1 PAM	TAAR1 agonist	M1 ag	M1 ag parental	M1 antag	CHO-K1 Ca antag	CHO parental Ca	TAAR1 antag
CCc1ccccc1NC(=O)CNC(=O)CNC(=O)C1CCCCC1	-19.0	8.2	6.5	4.1	-0.6	-0.9	13.5	-5.5	-5.4
CCOC(=S)NC(=O)c1sc2ccccc2c1Cl	20.6	-8.5	18.6	-4.2	0.3	17.9	-21.8	-4.0	11.8
COc1ccc(NC(=O)c2cc(NC(=O)C3CCCCC3C(=O)O)ccc2N2CCOCC2)cc1 (stereo unspecified)	-8.4	-5.9	1.4	-0.6	0.2	13.7	-5.8	-12.0	2.5
C/C(CC(=O)Nc1ccc2c(c1)OCCO2)=N\NC(=O)c1ccccc1Cl	-19.3	-6.7	0.2	2.2	0.1	11.0	4.7	-9.8	1.9
CCN(CC(=O)Nc1ccc2c(c1)OCCO2)Cc1nc2cc(Cl)ccc2c(=O)[nH]1	3.8	-8.3	10.2	-2.0	2.1	10.6	-3.7	-32.0	12.0
CCCCc1ccc(NS(=O)(=O)N(C)C)cc1	15.6	0.1	-0.7	-4.8	0.2	5.2	-6.5	-7.0	10.6
CCN(CC)S(=O)(=O)c1cccc(NC(=O)CNc2cccc(S(=O)(=O)N3CCCC3)c2)c1	-17.3	-11.4	5.7	-1.2	6.0	41.6*	31.9*	56.9*	8.4
COC(=O)Cn1ncc2c3ccccc3n(Cc3ccccc3)c2c1=O	5.0	-1.0	0.2	-2.1	0.7	0.9	-2.4	-11.5	1.0
O=c1c(-c2ccc(Cl)cc2)[n+]([O-])c2ccccc2n1O	17.4	10.6	-2.9	-3.1	-0.1	-12.6	3.5	-8.9	9.0
COCCn1ccc2c(OCC(=O)NCCc3ccc(OC)c(OC)c3)cccc2c1=O	-11.1	13.3	1.5	-0.6	0.3	-9.4	3.1	-8.3	-14.6
CC(=O)NCCNC(=O)C1CCC(CNc2nc(=S)[nH]c3ccccc23)CC1 (stereo unspecified)	-22.2	7.3	0.7	-1.8	-0.1	0.9	4.3	-7.6	-6.4
O=C(Nc1ccccc1OC(F)F)c1ccc(N2CCCC2=O)cc1	18.7	6.4	2.3	-2.5	0.6	-9.1	-5.1	nt	-7.2
CCn1c(SCC(=O)N2CCOCC2)nc(O)cc1=O	18.7	4.8	0.5	-2.0	0.9	-9.5	-15.7	0.3	8.7
O=C(Cc1ccc(Cl)cc1)c1c[nH]c(C(=O)NCCCn2ccnc2)c1	14.5	2.4	7.6	-4.2	0.2	0.8	-16.1	-8.4	-0.5
CCOC(=O)C1(C)CCCN(C(=O)c2cc(C)on2)C1 (stereo unspecified)	-5.9	13.3	0.9	-1.5	0.4	-29.3	13.4	nt	-23.3
COc1cccc(Nc2cc(C)nc3nc(C)nn23)c1	16.7	11.6	2.7	-1.4	-0.2	-18.5	0.3	-4.8	-10.9
CCN(CC(=O)N1CCOCC1)S(=O)(=O)c1cc(Cl)ccc1Cl	-22.9	-3.1	1.7	-1.9	-0.1	13.6	5.6	-6.0	-22.4
Cc1ccc(SCC(=O)NCCSCc2ccccc2)cc1	11.3	4.6	9.7	-7.2	-0.1	-9.8	-2.4	-18.2	-18.2
CCOc1ccc(NC(=S)NCc2cccnc2)cc1	5.5	17.5	9.7	-5.6	0.5	-21.4	0.9	-18.1	8.4
c1ccn2c(SCc3ccc4c(c3)OCCO4)nnc2c1	-8.6	-12.9	0.2	-5.9	0.1	25.3	14.5	-0.5	-10.6
COc1ccc(N(CC(=O)NC2CC3CCC2C3)S(=O)(=O)c2ccc(C)c([N+](=O)[O-])c2)cc1 (stereo unspecified)	12.3	0.0	4.6	-4.7	0.0	-5.5	-18.8	-28.4	-7.1
COc1ccc(-n2nnnc2C(CCSC)N2CCN(C/C=C/c3ccccc3)CC2)cc1 (stereo unspecified)	7.4	-11.4	-0.4	-6.6	0.6	2.3	-2.3	nt	1.6
Cc1cc(C)nc(SCC(=O)c2c(N)n(C)c(=O)n(C)c2=O)n1	7.0	-0.3	14.3	-4.2	0.4	-1.3	-1.5	-0.9	7.4
CNS(=O)(=O)c1cccc(C(=O)OCC(=O)Nc2ccccc2OC(F)F)c1	4.4	1.4	7.6	-0.3	1.0	-3.7	-2.5	0.1	-1.9
CC(C)[C@H](NC(=O)[C@H](Cc1ccccc1)n1c(=O)[nH]c2ccccc2c1=O)C(=O)N1CCC[C@H]1C(=O)O	13.4	-11.0	1.1	-2.1	0.7	13.6	-3.1	-7.5	6.1
CC(=O)c1cccc(Nc2nc(N3CCOCC3)nc(N3CCOCC3)n2)c1	13.8	4.4	1.1	-1.9	0.0	-1.7	-10.7	-18.3	-16.1
